# NFkB transloc pot: enhances IL-1B driven NFkB nuclear translocation | 94,000 compounds, 0.3% hits | activation, % at 2 µM | HUVEC IL-1B NFkB p65 nuclear translocation imaging | AID 819;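 active = activation above 40%, about the mean plus 3 SD, also judged a hit on visual image review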;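 note: percent activation is computed from the nuclear over cytoplasmic p65 intensity ratio; values of inactives mirror those of a sister screen read the other way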
# MRP reversal: MRP-mediated drug resistance reversal; differential viability (reversal), % at 10 µM; 85,000 compounds, 0.04% hits; H69AR cells + 2 uM doxorubicin, CellTiter-Glo, 72 h;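 active = viability drop by adding the cancer drug above about 55%, with treated viability meeting a 40% cutoff, limit read from the data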;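 note: viability without doxorubicin minus viability with 2 µM doxorubicin for each compound; larger differential means the compound sensitizes cells more to doxorubicin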
# NFkB transloc inh: blocks IL-1B driven NFkB nuclear translocation in HUVEC cells; 94,000 compounds, 0.43% hits; inhibition, % at 2 µM; HUVEC IL-1B NFkB p65 nuclear translocation imaging; AID 796;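 active = inhibition above about 30% together with a positive call from visual inspection of the well image, limit read from the data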;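 note: nuclear over cytoplasmic p65 intensity ratio measured by imaging; 0% = IL-1B stimulated DMSO wells and 100% = unstimulated DMSO wells; values of inactives mirror those of a sister screen read the other way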
# PLAP inhibitors HTS: PLAP enzyme inhibitors, biochemical, luminescence, HTS (AID 690). 96,000 compounds, 0.08% hits. one-dose inhibition, % at 20 µM; IC50 in µM for titrated hits. purified PLAP, luminescent substrate; higher % means a stronger effect; in the data active = a potency from the dose series; inactive = the rest, 99 in 100 with inhibition below about 30%; note: strong numbers were not always called active
# Bcl-B TR3 displacers: displacers of TR3 peptide from Bcl-B, primary screen, selectivity assay for Bfl-1 inhibitor project, biochemical, fluorescence polarization; FP displacement of FITC-TR3 peptide from Bcl-B; higher % means a stronger effect; displacement, % at 20 µM; hits with a dose series show IC50 in µM; 96,000 compounds, 0.11% hits;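 active = displacement above 50% at 20 µM plus a fluorescence interference ratio under 1.5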;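 note: plate controls were wells without compound for no effect and wells lacking Bcl-B protein for full effect; a part of the inactive calls stands beside numbers as strong as those of hits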
# MRP reversal cytotoxicity: further read-out of MRP reversal, marked with its call; viability, %; H69AR cells, CellTiter-Glo, 72 h; measured here: cytotoxicity without doxorubicin
# MRP reversal with doxorubicin: also measured in MRP reversal; calls as there; viability, %; measured here: viability with 2 uM doxorubicin; active compounds read low
# NFkB transloc inh cell count 2 µM: recorded beside NFkB transloc inh, whose call it bears; cell count; measured here: cells passing quality filter;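 raw number of nuclei counted in each imaged well without normalization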
# NFkB transloc pot cell count 2 µM: further read-out of NFkB transloc pot, marked with its call; cell count; measured here: cells passing quality filter
# The depositor's hits bear a star; x = no result given. Only part of the results is shown, so the mix of outcomes need not match the whole.
SMILES,NFkB transloc pot,NFkB transloc pot cell count 2 µM,MRP reversal,MRP reversal cytotoxicity,MRP reversal with doxorubicin,NFkB transloc inh,NFkB transloc inh cell count 2 µM,PLAP inhibitors HTS,Bcl-B TR3 displacers
CCCCn1c(SCC(=O)N2CCC(C)CC2)nc2cc(S(N)(=O)=O)ccc21,-4,180,8,80,71,4,180,6%,-4%
COc1ccccc1-n1cnc2cc(NS(=O)(=O)c3ccccc3)ccc21,14,172,-1,76,78,-14,172,-2%,-9%
Cc1cccc(C(=O)Nc2cc(C)ccc2NC(=O)COc2ccccc2)c1,-3,170,x,x,x,3,170,-3%,12%
O=C1CC(Cc2ccc(Cl)cc2)C(=O)N1c1ccccn1 (stereo not drawn),16,174,6,92,86,-16,174,12%,-16%
CCOC(=O)c1cnn(-c2cc(Oc3ccccc3)ncn2)c1N,-4,99,x,x,x,4,99,-3%,1%
CC1(c2ccc(Cl)cc2)NC(=O)N(CC(=O)N2CCCC2)C1=O (stereo not drawn),-13,184,15,92,77,13,184,-6%,-8%
CC(C)CNC(=O)c1cc2nc(C3CC3)cc(C(F)(F)F)n2n1,4,139,6,84,78,-4,139,x,x
CCOC(=O)c1cccc(NC(=O)Cn2c(CC(=O)N3CCCC3)nc3ccccc32)c1,-5,172,16,102,86,5,172,-12%,-7%
CCN(CC)CCNC(=O)Cn1nc(-c2ccc(C)cc2)ccc1=O,38,130,-1,98,100,-38,130,-14%,-20%
Cc1ccc(-c2cc(N)n(-c3ccc(C)cc3)n2)cc1,13,121,x,x,x,-13,121,1%,-14%
Cc1ccc2cc(CCNC(=O)C(C)C)c(=O)[nH]c2c1C,12,64,2,95,93,-12,64,14%,-9%
COC(=O)c1ccc(-c2sc3nc(N4CCOCC4)c4c(c3c2N)CC(C)(C)OC4)o1,x,x,x,x,x,x,x,-12%,-14%
COCCCN1C(=O)c2ccc(C(=O)NCc3ccco3)cc2C1=O,22,118,14,102,89,-22,118,11%,2%
CC1(O)N(Cc2ccccc2)C(=O)OC12CCCCC2 (stereo not drawn),x,x,8,97,88,x,x,2%,2%
CCCCn1c(CN(C)Cc2ccccc2)nc2c1c(=O)n(C)c(=O)n2C,16,121,4,92,88,-16,121,-66%,2%
OCC1OC(n2nnc3ccccc32)C(O)C(O)C1O (stereo not drawn),20,179,1,102,101,-20,179,-2%,0%
CC1(C)Cc2c(c(-c3ccco3)[nH]c(=O)c2C#N)CO1,16,157,-3,98,100,-16,157,x,x
CCCN(CCC)CCCNC(=O)c1cc2c(=O)n(C)c3ccccc3c2n1C,-10,173,14,77,63,10,173,-85%,-15%
Cc1cccc(OC(=O)Cn2c(C(F)(F)F)nc3ccccc32)c1,4,195,x,x,x,-4,195,-10%,4%
C=CCn1c(SCC#N)nc2c(c1=O)C(C)(C)Cc1ccccc1-2,x,x,-16,69,85,x,x,3%,0%
CC(=O)N1CCN(CCN(CC2C(C)C=C(C)CC2C)C(C)=O)CC1 (stereo not drawn),7,210,3,99,97,-7,210,-62%,1%
COc1ccc(-c2nn(-c3ccccc3)cc2C2CC(c3cccs3)=NN2C(=O)CCCC(=O)O)cc1 (stereo not drawn),-2,170,31,109,78,2,170,-77%,-17%
O=C(c1ccco1)c1nnn(Cc2ccccc2)c1-c1ccccc1,7,92,13,76,62,-8,92,4%,-11%
COc1cc(C(=O)OCC(=O)Nc2cc(C)on2)ccc1OCc1ccccc1Cl,-7,131,-6,93,99,7,131,32%,3%
O=C(O)CCCCCNC(=O)CCn1cnc2ccccc2c1=O,-7,85,3,94,91,7,85,-2%,-18%

# (cont.)
SMILES,NFkB transloc pot,NFkB transloc pot cell count 2 µM,MRP reversal,MRP reversal cytotoxicity,MRP reversal with doxorubicin,NFkB transloc inh,NFkB transloc inh cell count 2 µM,PLAP inhibitors HTS,Bcl-B TR3 displacers
O=C(CSc1cccc(C(F)(F)F)c1)Nc1ccc(Cl)cc1Cl,12,166,x,x,x,-12,166,2%,16%
COC(=O)c1ccccc1OCC(=O)N1CCN(c2ccc(F)cc2)CC1,28,162,x,x,x,-28,162,2%,-9%
O=C1CCc2cc(S(=O)(=O)N3CCCC3C(=O)N3CCN(c4ccccc4)CC3)ccc2N1 (stereo not drawn),8,195,2,88,86,-8,195,-12%,-6%
COc1ccc(CCN2CNc3c(c(=O)n(C)c(=O)n3C)C2)cc1,x,x,-10,101,111,x,x,-8%,0%
COc1cccc2c(=O)n(CC(=O)N3CCCc4ccccc43)ccc12,9,57,-1,76,77,-9,57,-53%,6%
CCOc1ccc(NC(=O)CSc2nc(C)c3c(c2C#N)CCCC3)cc1,10,163,10,95,86,-10,163,5%,-5%
Cc1c(N2C(=O)CS/C2=N\N=C\c2ccc(Br)cc2)c(=O)n(-c2ccccc2)n1C,-10,117,x,x,x,10,117,-20%,0%
O=C(O)c1cnc2ccccc2n1,13,124,3,79,76,-13,124,10%,9%
c1ccc(CSc2ncnc3c2oc2ccccc23)cc1,-4,55,-8,83,92,4,55,x,x
COc1ccc(C(=O)N2c3ccccc3CC2C)cc1OC (stereo not drawn),0,163,-15,98,112,0,163,-14%,-2%
Cc1cc(C(=O)Nc2ccccc2)c(C)o1,-8,191,-12,103,115,8,191,22%,-5%
COc1ccc(/C=C/C(=O)N(C(C)C)C(C)C)cc1Br,-1,105,x,x,x,1,105,-28%,2%
Cc1nn(C)cc1/C=N/NC(=O)C(C)(C)Oc1ccc(Cl)cc1,1,151,x,x,x,-1,151,-37%,-5%
CC1(C)CC(=O)C2=C(C1)NCN(CCCN1CCOCC1)C2,x,x,-15,98,112,x,x,4%,-1%
Cn1c(-c2sc(=S)n(-c3ccccc3)c2N)nc2ccccc21,-2,141,0,78,78,2,141,3%,-7%
Cn1c(CCN2CCCCCC2)nc2cc(NC(=O)Nc3ccccc3)ccc21,-11,62,-19,9,28,11,62,-75%,5%
CCn1ncc(Br)c1C(=O)N(C)C12CC3CC(CC(C3)C1)C2,-6,110,12,77,65,6,110,-9%,12%
CCc1c(C#N)c(SCCC(=O)Nc2ccc(OC)cc2)nc2c1C(=O)CC(C)(C)C2,-18,115,x,x,x,18,115,2%,-1%
CCC(C)(C)n1nnnc1C(c1ccc(C)cc1)N1CCN(C(=O)c2ccco2)CC1 (stereo not drawn),0,76,1,87,86,0,76,x,x
COc1ccc(-c2ccc(SCC(=O)N3c4ccccc4CC3C)nn2)cc1OC (stereo not drawn),15,208,x,x,x,-15,208,-6%,-3%
COc1ccc(NC(=O)CCCNS(=O)(=O)c2cccs2)cc1,x,x,-13,77,89,x,x,-8%,3%
O=C(CSc1nnc(-c2cccnc2)n1-c1ccccc1)Nc1ccc2c(c1)OCO2,-1,169,-13,35,48,1,169,8%,0%
COCc1nc2ccccc2n1Cc1cccc(C)c1,-1,166,16,96,80,1,166,4%,6%
O=C(O)CCCCCNS(=O)(=O)c1cccc2nsnc12,-8,123,-9,88,97,8,123,2%,14%
CCC(CC)C(=O)NCCc1cc2ccc(OC)cc2[nH]c1=O,15,90,8,99,91,-15,90,-3%,0%

# One compound at a time, from the list above.
# Shown for Cc1c(N2C(=O)CS/C2=N\N=C\c2ccc(Br)cc2)c(=O)n(-c2ccccc2)n1C = NFkB transloc pot: -10; NFkB transloc pot cell count 2 µM: 117; MRP reversal: x; MRP reversal cytotoxicity: x; MRP reversal with doxorubicin: x; NFkB transloc inh: 10; NFkB transloc inh cell count 2 µM: 117; PLAP inhibitors HTS: -20%; Bcl-B TR3 displacers: 0%
# Shown for O=C1CCc2cc(S(=O)(=O)N3CCCC3C(=O)N3CCN(c4ccccc4)CC3)ccc2N1 (stereo not drawn) = NFkB transloc pot: 8; NFkB transloc pot cell count 2 µM: 195; MRP reversal: 2; MRP reversal cytotoxicity: 88; MRP reversal with doxorubicin: 86; NFkB transloc inh: -8; NFkB transloc inh cell count 2 µM: 195; PLAP inhibitors HTS: -12%; Bcl-B TR3 displacers: -6%
# Shown for O=C(O)CCCCCNC(=O)CCn1cnc2ccccc2c1=O = NFkB transloc pot: -7; NFkB transloc pot cell count 2 µM: 85; MRP reversal: 3; MRP reversal cytotoxicity: 94; MRP reversal with doxorubicin: 91; NFkB transloc inh: 7; NFkB transloc inh cell count 2 µM: 85; PLAP inhibitors HTS: -2%; Bcl-B TR3 displacers: -18%

# Additional records follow.
SMILES,NFkB transloc pot,NFkB transloc pot cell count 2 µM,MRP reversal,MRP reversal cytotoxicity,MRP reversal with doxorubicin,NFkB transloc inh,NFkB transloc inh cell count 2 µM,PLAP inhibitors HTS,Bcl-B TR3 displacers
O=C(COC(=O)CCc1c[nH]c(=O)[nH]1)Nc1ccccc1,-3,144,5,101,96,3,144,5%,0%
CCOC(=O)C1CCCN(C(=O)c2cn(C)c3ccc(S(=O)(=O)N(C)C)cc3c2=O)C1 (stereo not drawn),19,81,3,93,90,-19,81,-34%,5%
O=C(CSC1=NC(=O)C(c2ccccc2)C(=O)N1)Nc1ccccc1Cl (stereo not drawn),2,137,5,100,95,-2,137,15%,-9%
O=C(OCC(=O)N1CCCCCC1)c1cccs1,-6,142,11,106,95,6,142,7%,-2%
CN1C(=O)C(=C2CCCCCC2)SC1=S,10,115,6,91,84,-10,115,17%,-30%
COc1cc(OC)cc(-c2cc(N)n(S(=O)(=O)Cc3ccccc3)n2)c1,5,190,2,78,76,-5,190,28%,1%
CCCn1c(C(O)c2ccc3c(c2)OCO3)nc2ccccc21 (stereo not drawn),29,128,9,90,81,-29,128,x,-11%
CC(Oc1ccc(Cl)cc1Cl)c1nc(-c2ccc(NC(=O)c3ccco3)cc2)no1 (stereo not drawn),0,139,-12,69,81,0,139,0%,-33%
CCN(CC)S(=O)(=O)c1cc(C(=O)O)c(Cl)cc1Cl,11,173,12,94,82,-11,173,-2%,-6%
CCOC(=O)c1c(C)n(C)c2ccc(OCC(O)Cn3c(C)nc4ccccc43)cc12 (stereo not drawn),9,155,x,x,x,-9,155,-52%,7%
CCOC(=O)C1(C(=O)OCC)CC1c1ccccc1 (stereo not drawn),8,105,x,x,x,-8,105,18%,3%
CCC(C)C1NC(=S)N(Cc2ccccc2)C1=O (stereo not drawn),9,157,x,x,x,-9,157,17%,4%
CCOC(=O)C1CCN(C(=O)c2cccc(Cl)c2)CC1,29,110,-1,95,97,-29,110,10%,-9%
Cc1c(NC(=O)c2ccc3ncccc3c2)c(=O)n(-c2ccccc2)n1C,0,140,0,96,96,0,140,0%,16%
CC(=O)c1cc2c(cc1NC(=O)CN1CCCCC1C)OCO2 (stereo not drawn),13,77,19,96,77,-13,77,6%,-1%
CN1C(=O)CSc2ccc(NC(=O)N3CCOCC3)cc21,14,214,14,99,85,-14,214,-43%,-4%
CCN(CC)C(=O)CSC1=Nc2ccccc2C2=NC(Cc3c[nH]c4ccccc34)C(=O)N12 (stereo not drawn),3,163,5,56,52,-3,163,-54%,6%
CC1CCCCC1NC(=O)CN1C(=O)NC(Cc2ccccc2)(Cc2ccccc2)C1=O (stereo not drawn),-21,133,x,x,x,21,133,-36%,15%
CCn1c2ccccc2c2nn(C)c(=N)nc21,-4,141,11,93,82,4,141,10%,-8%
CCCOC(=O)NC1CCS(=O)(=O)C1 (stereo not drawn),16,154,-12,100,111,-16,154,-5%,-2%
O=c1nc2scc(-c3ccccc3)n2c2ccccc12,10,80,4,74,70,-10,80,18%,3%
CCOc1ccc(N/C=C/C(=O)c2ccc3ccccc3c2)c([N+](=O)[O-])c1,-7,153,x,x,x,7,153,26%,0%
COc1cccc(CN(C)CC(=O)NC(=O)NCc2ccco2)c1,20,177,-1,93,94,-20,177,-43%,17%
Cc1cccc(C2Nc3ccccc3C(=O)N2CCc2ccccc2)n1 (stereo not drawn),-15,90,5,87,83,15,90,26%,6%
CCOc1cc(Br)c(C(=O)O)cc1OCC,30,136,7,101,94,-30,136,4%,-5%
CO/N=C/NC(=O)Cc1cn(-c2ncc(C(F)(F)F)cc2Cl)c2ccccc12,-10,172,22,111,89,10,172,-1%,-2%
CCN(CC)c1ccc(/C=N/n2nnnc2N)c(O)c1,13,138,x,x,x,-13,138,-18%,1%
O=C(CN(C1CCCCC1)S(=O)(=O)c1ccc(Cl)cc1)NCc1ccncc1,-5,154,11,89,79,5,154,-20%,5%
